CYP2C19 inhib = blocks human cytochrome P450 2C19. CYP2C19 Supersomes, luciferin-H EGE luminescence, 30 min. P33261. inhibition, % at 5 µM. 21% of 96,000 active;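 active = CYP2C19 inhibition above a set limit at 5 µM in the primary screen, cut at about 50% in these data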;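 also: plate controls were negative control wells for no effect and 2.5 mM tranylcypromine positive control for full effect; values of inactives mirror those of a sister screen read the other way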
CYP2C9 inh = inhibitors of human CYP2C9; CYP2C9 Supersomes, luciferin-H conversion, luminescence; inhibition, % at 5 µM; P11712; 20% of 96,000 active;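 active = blocking of liver enzyme CYP2C9 beyond about 50% at 5 µM, limit read from the data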; also: values of inactives mirror those of a sister screen read the other way
Pyk2 oligo antag = blocks oligomerization of human Pyk2 in cells | Q14289 | Q293 cells, Pyk2 FERM NanoBiT luminescence; hits give low values | z-score (the deposit names both 25 µM and 10 µM) | 0.83% of 99,000 active | AID 1347419;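 active = Z-score of -3 or lower, scaled per plate to the spread of control and sample wells; inactive = z-score above -3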;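 also: negative z-score means lost luminescence so less FERM oligomerization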
PLAP act = activators of human placental alkaline phosphatase | purified PLAP enzyme, luminescent substrate read-out; hits give high values | activation fold at 20 µM | 1.2% of 96,000 active | AID 696; in the data active = activation fold above about 2
CYP2C9 activ = CYP2C9 (human) activation; AID 1024; activation factor at 5 µM; P11712; 1.4% of 96,000 active; recombinant CYP2C9, luciferin-H conversion, luminescence; hits give high values; factor 1 = untreated enzyme, 0 = blocked;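 active = activation factor of 2 or more for CYP2C9 at a 5 µM dose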;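 also: 0 = sulfaphenazole-blocked wells and 1 = vehicle-only wells; values of inactives mirror those of a sister screen read the other way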
CYP2C19 activ = increases human CYP2C19 enzyme activity; activation factor at 5 µM; P33261; 96,000 tested, under 10 active; recombinant CYP2C19, luciferin-H EGE luminescence; hits give high values; 0 = fully inhibited enzyme, 1 = untreated enzyme;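 active = activation factor of at least 2 at 5 µM in the primary screen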;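 also: 0 = wells with 2.5 mM tranylcypromine and 1 = vehicle-only wells; values of inactives mirror those of a sister screen read the other way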
MT1-MMP txn act = MT1-MMP promoter transcription activation; activation factor at 10 µM; 0.16% of 86,000 active; HT1080 MT1-MMP promoter luciferase reporter, luminescence, overnight; hits give high values; AID 750;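 active = activation factor of at least 2 for MT1-MMP transcription at 10 µM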
Mac1 fbg inh = blocks human CD11b/CD18 adhesion to fibrinogen; P05107+P11215; K562 CD11b/CD18 adhesion to fibrinogen, ATPlite luminescence; Mn2+ added to activate the integrin; 0.54% of 93,000 active; inhibition, % at 10 µM;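 active = primary inhibition of 50% or more at 10 µM, then 40% or more on retest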; also: some results filed as inactive read as strong as hits
Target sequence (P05107 whole entry, looked up, other chains not shown): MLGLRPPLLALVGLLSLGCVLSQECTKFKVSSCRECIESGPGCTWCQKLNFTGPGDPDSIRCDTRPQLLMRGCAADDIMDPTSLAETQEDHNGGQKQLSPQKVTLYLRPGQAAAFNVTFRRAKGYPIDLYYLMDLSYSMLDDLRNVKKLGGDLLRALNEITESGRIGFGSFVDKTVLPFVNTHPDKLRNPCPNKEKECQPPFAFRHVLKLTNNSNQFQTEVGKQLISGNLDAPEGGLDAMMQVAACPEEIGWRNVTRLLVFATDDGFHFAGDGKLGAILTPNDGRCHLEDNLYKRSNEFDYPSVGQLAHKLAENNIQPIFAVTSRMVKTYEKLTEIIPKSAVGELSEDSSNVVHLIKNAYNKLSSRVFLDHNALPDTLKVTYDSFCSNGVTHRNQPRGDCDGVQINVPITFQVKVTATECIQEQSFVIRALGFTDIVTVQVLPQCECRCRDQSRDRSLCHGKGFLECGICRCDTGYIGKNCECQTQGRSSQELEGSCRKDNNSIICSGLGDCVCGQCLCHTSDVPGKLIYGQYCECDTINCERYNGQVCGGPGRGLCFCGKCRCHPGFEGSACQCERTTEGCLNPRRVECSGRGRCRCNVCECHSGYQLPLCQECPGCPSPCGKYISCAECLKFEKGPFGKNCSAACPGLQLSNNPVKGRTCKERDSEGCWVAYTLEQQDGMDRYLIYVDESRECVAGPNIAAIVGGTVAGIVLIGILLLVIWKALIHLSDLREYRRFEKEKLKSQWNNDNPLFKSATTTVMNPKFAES
Mac1 fbg enh = CD11b/CD18-fibrinogen binding enhancement; P05107+P11215; K562 CD11b/CD18 adhesion to fibrinogen, ATPlite luminescence; activation, % at 10 µM; 0.07% of 93,000 active;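 active = 10 µM primary screen giving 50% or more activity, confirmed by 40% or more on retest at that dose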; also: strong numbers were not always called active; reference of the scale not given here
Active calls of the source: *; . = not tested or not shown.

Second line of a record: CYP2C19 inhib | CYP2C9 inh | Pyk2 oligo antag | PLAP act | CYP2C9 activ | CYP2C19 activ | MT1-MMP txn act | Mac1 fbg inh | Mac1 fbg enh
COC(=O)c1ccc(C(=O)OC)c(NC(=O)CN2CCN(c3ccc(OC)cc3)CC2)c1
  21 | 29 | -0.79 | 1.6 | 0.7 | 0.8 | 1.1 | -8 | 28
O=C(c1ccc(CNc2c(NC3CCCCC3)c(=O)c2=O)cc1)N1CCc2ccccc21
  5 | 19 | . | 1.2 | 0.8 | 0.9 | . | -8 | 55
COc1ccc(CCNC(=O)COC(=O)c2cnc(C)cn2)cc1
  5 | 27 | 0.49 | 1 | 0.7 | 1 | 1.1 | . | .
CCOc1ccccc1NC(=O)c1nc[nH]c1C(=O)Nc1ccccc1OCC
  5 | 17 | 0.13 | 0.8 | 0.8 | 0.9 | 1.2 | -1 | -7
OC(CNCc1ccco1)COc1ccccc1 (centres undefined)
  38 | -14 | 0.09 | 0.9 | 1.1 | 0.6 | 1 | -11 | -1
Nc1nonc1-c1nc2ccccc2n1CC(=O)NC1CCCC1
  52* | 33 | -1.1 | 1 | 0.7 | 0.5 | 1 | 1 | -1
COC1CCCCC1Nc1cc(C)cc(C)c1 (centres undefined)
  11 | 4 | 0.23 | 0.7 | 1 | 0.9 | 1.4 | -28 | 0
Cc1ccccc1C(=O)NNC(=O)C(C)N1C(=O)c2ccccc2C1=O (centres undefined)
  -10 | -10 | -0.52 | 1 | 1.1 | 1.1 | . | -40 | -2
Cc1cccc(C)c1NC(=O)N1C2CCCC1CC(NC(=O)C(C)(C)C)C2 (centres undefined)
  1 | 18 | 0.67 | 1.1 | 0.8 | 1 | 1.1 | 14 | -4
CC(C)Oc1ccccc1C1CC(=O)Nc2cc3c(cc21)OCCO3 (centres undefined)
  96* | 96* | -2.9 | 1 | 0 | 0 | 0.6 | 47 | -6
O=C1C2CC=CCC2C(=O)N1c1n[nH]c(CCc2ccccc2)n1 (centres undefined)
  10 | -14 | -0.51 | 1.2 | 1.1 | 0.9 | 1.2 | -6 | -5
Clc1ccc(OCCCc2nc(-c3ccncc3)no2)c(Cl)c1
  87* | 84* | 0.66 | 0.9 | 0.2 | 0.1 | 1.2 | 8 | -2
CC(C)[C@@H]1CC[C@@H](C)c2c(-c3ccccc3)n[nH]c21
  2 | 7 | -0.59 | 0.8 | 0.9 | 1 | . | 8 | 0
COc1ccc(-c2nnn(CC(=O)c3c[nH]c4ccccc34)n2)cc1OC
  25 | 26 | -1.8 | 0.9 | 0.7 | 0.8 | 1.1 | -21 | 35
CCn1ncc(C2=NOC(C(=O)NCc3ccc(OC)cc3)C2)c1C (centres undefined)
  -4 | 8 | 0.95 | 1.1 | 0.9 | 1 | 1.1 | 20 | -2
Cc1cc(C(=O)Nc2sc3c(c2C#N)CCC(C)C3)cs1 (centres undefined)
  -6 | 15 | 0.82 | 0.9 | 0.9 | 1.1 | 1.2 | 5 | 38
CC(=O)c1ccc(NC(=O)CSc2nc3nc(C)cc(C)n3n2)cc1
  11 | 19 | . | 1 | 0.8 | 0.9 | 1.1 | -5 | 2
NC(=O)c1nsc(C(=O)N(CC(=O)NCc2ccc(F)cc2)Cc2ccco2)c1N
  21 | 21 | 0.29 | 0.7 | 0.8 | 0.8 | . | -26 | -4
COc1ccc(C2OC(=O)CC2C(=O)NC(C)C)cc1 (centres undefined)
  20 | 4 | 0.29 | 1.1 | 1 | 0.8 | 1.1 | -4 | -5
CC(C)C(NC(=O)c1ccccc1NC(=O)c1ccco1)C(=O)O (centres undefined)
  8 | -2 | -0.34 | 1.3 | 1 | 0.9 | 1.1 | -50 | 2
CCN(CC)C(=O)C1CCCN(C/C=C/c2ccccc2)C1 (centres undefined)
  15 | -3 | 0.26 | 1 | 1 | 0.8 | 1 | -8 | 0
COCCN(CC(=O)NCc1ccc(OC)cc1)C(=O)CCC(=O)Nc1nccs1
  6 | 1 | -0.22 | 1 | 1 | 0.9 | 1.2 | 0 | -2
Cn1c(=O)n(C)c2cc([N+](=O)[O-])c(N3CCN(C(=O)c4ccc(Cl)cc4)CC3)cc21
  2 | 27 | 1.9 | 0.9 | 0.7 | 1 | . | 6 | -5
Cc1ccccc1NC(=O)N1CCCC(c2nc(-c3ccc(C(C)C)cc3)no2)C1 (centres undefined)
  19 | 70* | -0.71 | 1.1 | 0.3 | 0.8 | 1.6 | 92 | -8
O=C1C/C(=C/NCc2ccccc2)C(=O)N1
  0 | -3 | -0.8 | 0.9 | 1 | 1 | 1.1 | 3 | -5
Cc1noc(C)c1C(=O)OCC(=O)c1ccc[nH]1
  48 | 85* | 1.4 | 1 | 0.2 | 0.5 | 1.2 | 4 | -1
CCCCn1nc2cc(C(=O)NCc3ccc(OC(F)(F)F)cc3)ccc2c1OC
  16 | 11 | . | 1 | 0.9 | 0.8 | . | . | .
CC(=O)c1ccc(NS(=O)(=O)Cc2ccc(Cl)cc2)cc1
  74* | 77* | 0.53 | 1 | 0.2 | 0.3 | 1.2 | 0 | 1
CS(=O)(=O)N(CC(N)=O)c1ccc(F)c(Cl)c1
  16 | 6 | 1.5 | 1 | 0.9 | 0.8 | 1 | -10 | 0
O=C(CCCCn1c(=O)[nH]c2ccccc2c1=O)NCCC1=CCCCC1
  30 | 29 | 0.97 | 0.9 | 0.7 | 0.7 | 1.2 | -4 | 1

Three entries picked at random from those above, as already listed:
Second line of a record: CYP2C19 inhib | CYP2C9 inh | Pyk2 oligo antag | PLAP act | CYP2C9 activ | CYP2C19 activ | MT1-MMP txn act | Mac1 fbg inh | Mac1 fbg enh
CC(C)C(NC(=O)c1ccccc1NC(=O)c1ccco1)C(=O)O (centres undefined)
  8 | -2 | -0.34 | 1.3 | 1 | 0.9 | 1.1 | -50 | 2
Cc1ccccc1NC(=O)N1CCCC(c2nc(-c3ccc(C(C)C)cc3)no2)C1 (centres undefined)
  19 | 70* | -0.71 | 1.1 | 0.3 | 0.8 | 1.6 | 92 | -8
CCCCn1nc2cc(C(=O)NCc3ccc(OC(F)(F)F)cc3)ccc2c1OC
  16 | 11 | . | 1 | 0.9 | 0.8 | . | . | .

Additional records.
Second line of a record: CYP2C19 inhib | CYP2C9 inh | Pyk2 oligo antag | PLAP act | CYP2C9 activ | CYP2C19 activ | MT1-MMP txn act | Mac1 fbg inh | Mac1 fbg enh
Cc1ccc(C(=O)CSc2nnc(COc3cccc(C)c3)o2)cc1
  4 | -1 | 1.7 | 0.9 | 1 | 1 | 1.2 | 21 | 2
CC(=O)Oc1ccc(-c2ccc(C(=O)O)cc2)cc1
  -2 | 0 | 2.8 | 1.1 | 1 | 1 | 1.1 | . | .
Cc1ccc(S(=O)(=O)NC(C)C(c2cccs2)N2CCN(c3ccccc3)CC2)cc1 (centres undefined)
  24 | 37 | . | 1.1 | 0.6 | 0.8 | . | -1 | 5
COCCn1nc2cc(C(=O)NCc3cc(C(F)(F)F)cc(C(F)(F)F)c3)ccc2c1OC
  17 | 10 | . | 1 | 0.9 | 0.8 | . | . | .
CCc1nnc(NC(=O)c2cccc(S(=O)(=O)N(C)c3ccccc3)c2)s1
  20 | 24 | -1 | 1.2 | 0.8 | 0.8 | 1 | 1 | -3
COc1cccc(NC(=O)CCP(C)(=O)O)c1
  -14 | -11 | -1.1 | 1 | 1.1 | 1.1 | 1.1 | 9 | -1
C=CCc1ccc(OCCOc2ccc(/C=N/n3cnnc3)cc2OCC)c(OC)c1
  61* | 44 | 1.1 | 1.5 | 0.6 | 0.4 | 1.2 | 6 | 29
COc1ccc(C(=O)NCc2cn3ccsc3n2)cc1OC
  -13 | -14 | . | 1.1 | 1.1 | 1.1 | 1.1 | -51 | 0
COc1cc2c(cc1OC)C1(NCC2)C(=O)Nc2ccccc21 (centres undefined)
  -1 | -11 | 0.75 | 0.8 | 1.1 | 1 | 1.1 | -9 | 1
S=c1nc(-c2ccccc2)n(CCN2CCOCC2)c2c1CCCC2
  -9 | -8 | 0.75 | 1 | 1.1 | 1.1 | 1.2 | 12 | 1
CCOC(=O)C1=C(C)NC(=O)C(C(N)=O)C1c1ccccc1 (centres undefined)
  8 | 11 | 0.72 | 0.9 | 0.9 | 0.9 | 1.2 | -6 | -1
Cc1cc(C)nc(SCC(=O)N/N=C/c2cccn2-c2ccc(O)cc2)n1
  17 | 55* | 2.8 | 1.1 | 0.5 | 0.8 | 1.1 | -6 | -4
CSc1oc(-c2ccco2)nc1S(=O)(=O)c1ccc(Br)cc1
  26 | 28 | . | 1 | 0.7 | 0.7 | 1.2 | -41 | 0
CCc1ccc(-c2cc(C(=O)Nc3c(C)n(C)n(-c4ccccc4)c3=O)c3ccccc3n2)s1
  51* | 41 | -0.67 | 1.3 | 0.6 | 0.5 | . | 24 | -4
CCOC(=O)c1c(NC(=O)c2cccs2)sc(CC)c1-c1cccs1
  -4 | 39 | 0.1 | 1 | 0.6 | 1 | 0.9 | 5 | -5
Cc1ccc(S(=O)(=O)N(C)CC(=O)Nc2ccncc2)cc1
  100* | 63* | 0.81 | 0.7 | 0.4 | 0 | 1.1 | -3 | 5
O=C1c2cccc3cc(Br)cc(c23)C(=O)N1Nc1ccccc1
  29 | -74 | -2.9 | 1 | 1.7 | 0.7 | . | 8 | 0
COCCNS(=O)(=O)c1ccc2c(c1)oc(=O)c1cc(S(=O)(=O)NCCOC)ccc12
  27 | 37 | . | 1.4 | 0.6 | 0.7 | 1.1 | -24 | 1
CCOC(=O)C1=C(O)/C(=C/N(C)C)N=C1C
  -8 | -4 | -0.09 | 1 | 1 | 1.1 | 1.1 | 3 | -1
COc1ccc(CC(=O)Nc2ccc(S(=O)(=O)N(C)C)cc2)cc1OC
  0 | 11 | 0.58 | 1 | 0.9 | 1 | 1.2 | . | .
COc1ccc(C(=O)Nc2ccc3oc(-c4cccc(F)c4)nc3c2)cc1OC
  -11 | -11 | . | 0.9 | 1.1 | 1.1 | 1 | 2 | -2
CN1CCN(C(=O)Cn2c(C(F)(F)F)nc3ccccc32)CC1
  -11 | -8 | 0.32 | 0.9 | 1.1 | 1.1 | 1.2 | 7 | -2
O=C1/C(=N\O)Cc2ccccc21
  0 | -7 | 1.6 | 1.2 | 1.1 | 1 | 0.9 | -3 | -2
Cc1ccc(C)n1-c1ccc(C(=O)NCC2CCCO2)cc1 (centres undefined)
  58* | 18 | -0.16 | 1.6 | 0.8 | 0.4 | 1.1 | 1 | 0
Cc1cccc(-c2noc(CCC(=O)Nc3ccccc3)n2)c1
  92* | 75* | 0.83 | 1.1 | 0.3 | 0.1 | 0.9 | 24 | -2
Cc1ccc(NCc2nnc(SCC(=O)Nc3cccc(O)c3)n2CC2CCCO2)c(C)c1 (centres undefined)
  67* | 81* | -0.89 | 1.8 | 0.2 | 0.3 | 1.1 | 23 | -2
CCc1nc(N2CCOCC2)c(C#N)c2c1CCCC2
  78* | -45 | -0.67 | 1.1 | 1.5 | 0.2 | 1.1 | 2 | 0
CC(C)(C)OC(=O)N[C@@H](Cc1ccccc1)c1nnc(S(=O)(=O)Cc2cccc(F)c2)o1
  42 | 60* | . | 1.8 | 0.4 | 0.6 | 1.1 | 29 | 6
COn1c(-c2ccc(Cl)cc2)nc2ccc(Cl)cc21
  4 | 8 | -1.3 | 1.1 | 0.9 | 1 | . | -9 | 6
Fc1ccc2[nH]c3c(N4CCN(Cc5ccc6c(c5)OCO6)CC4)ncnc3c2c1
  61* | 81* | . | 1.7 | 0.2 | 0.4 | . | 103* | -12
CC(=O)N(Cc1cc2c(C)cc(C)cc2[nH]c1=O)C1CCCCC1
  30 | 63* | 0.74 | 1.6 | 0.4 | 0.7 | 1.1 | 30 | 2

Assay outcomes from PubChem BioAssay.
